From PubChem BioAssay
mHtt clearance: compounds clearing mutant huntingtin protein; 0.42% of 47,000 active; inhibition, % at 1.5 µM; AID 853; HeLa Exon1htt(103Q)mCFP, aggregate imaging; zero = plate's median compound well;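 active = inhibition of aggregate fluorescence above about 70%, also judged a hit by eye on the cell image, limit read from the data, passing the limit was not always enough; inconclusive = no rule stated for this call; inactive = not judged a hit on image review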;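 also: cells exposed to compound for three days before fixation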
mHtt clearance grain fraction: further read-out of mHtt clearance, marked with its call; fraction fluorescence in grains; measured here: aggregate grain fluorescence fraction; hits give low values;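 scaled fraction of total cell fluorescence in grains with unit not stated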
* hit, by the source's call. These rows are one share of the data, so the mix of outcomes need not match the whole.

Screening CCOC(=O)c1c(NC(=O)CSc2nnc(C)s2)sc2c1CCC(C)C2 (centres undefined) returned mHtt clearance -4.5 and mHtt clearance grain fraction 22.2.
O=C1C2C3C=CC(C3)C2C(=O)N1c1ccccc1 (centres undefined) was read as mHtt clearance -14.5 and mHtt clearance grain fraction 20.5.
`Cc1cc(=O)n2nc(-c3ccc(C(F)(F)F)cc3)sc2n1` gave mHtt clearance 32.8 and mHtt clearance grain fraction 13.8.
For CCOCCCNC(=O)c1cc2c(-c3ccc(Cl)cc3)nn(C)c2s1 the results were mHtt clearance 17.1 and mHtt clearance grain fraction 41.2.
For O=C(NCc1cccnc1)c1ccc2c(=O)n(CCCN3CCCC3=O)c(=S)[nH]c2c1 the results were mHtt clearance -75.1 and mHtt clearance grain fraction 69.
O=C(CSc1nccn1-c1ccc(Cl)cc1)Nc1ccc2c(c1)OCO2 was read as mHtt clearance -9.4 and mHtt clearance grain fraction 44.3.
Screening COC(=O)CSc1nnc(-c2cccnc2)n1-c1cc(OC)cc(OC)c1 returned mHtt clearance -2.9 and mHtt clearance grain fraction 18.7.
`CCC(=O)Nc1cccc(NC(=O)c2ccc(C)c([N+](=O)[O-])c2)c1` gave mHtt clearance 9.8 and mHtt clearance grain fraction 27.4.
For CCOC(=O)c1ccc(-n2c(=S)sc3c(=O)[nH]c(C)nc32)cc1 the results were mHtt clearance 1.1 and mHtt clearance grain fraction 18.4.
CCC(=O)N(CCc1ccccc1)Cc1cc2cc3c(cc2[nH]c1=O)OCO3 was read as mHtt clearance 17.6 and mHtt clearance grain fraction 31.
Screening COc1ccc(C2CC(=O)c3cnc(N)nc3C2)c(OC)c1 (centres undefined) returned mHtt clearance 18.8 and mHtt clearance grain fraction 15.9.
For O=C(NCc1ccco1)c1ccc(Cn2c(=O)c3sccc3n(Cc3cccc(F)c3)c2=O)cc1 the results were mHtt clearance 56.9 and mHtt clearance grain fraction 19.4.
`O=C(COC(=O)c1n[nH]c2ccccc12)NC(=O)NC1CCCCC1` gave mHtt clearance 13.2 and mHtt clearance grain fraction 36.9.
`O=C1CC(N2CCC(c3nc4ccccc4o3)CC2)C(=O)N1c1ccc(Cl)c(C(F)(F)F)c1` (centres undefined) gave mHtt clearance -18.9 and mHtt clearance grain fraction 22.3.
CN1CCN(C(=O)c2cnn(-c3ccccc3)c2NC(=O)c2ccccc2F)CC1 was read as mHtt clearance -23.6 and mHtt clearance grain fraction 23.6.
For COc1ccccc1N1CCN(S(=O)(=O)c2cnc[nH]2)CC1 the results were mHtt clearance 0.3 and mHtt clearance grain fraction 51.9.
Screening COc1ccc(OCCC(=O)N2CCCCC2)cc1 returned mHtt clearance -14.3 and mHtt clearance grain fraction 18.4.
`O=C(c1ccccc1NS(=O)(=O)c1ccc2c(c1)OCCO2)N1CCOCC1` gave mHtt clearance 3.0 and mHtt clearance grain fraction 19.4.
For COc1cccc(C(=O)CSc2nnc(CNc3nc(-c4ccccc4)cs3)n2C)c1 the results were mHtt clearance 17.5 and mHtt clearance grain fraction 31.4.
For CCN(CC)c1ccc(NC(=O)c2c(OC)cccc2OC)c(C)c1 the results were mHtt clearance 19.7 and mHtt clearance grain fraction 15.7.
`COC(=O)c1sc2ccc(C)cc2c1C(=O)OC` gave mHtt clearance -35.2 and mHtt clearance grain fraction 26.2.
For CCOC(=O)c1cc2occc2n1CC(=O)N1CCCc2ccccc21 the results were mHtt clearance -26.3 and mHtt clearance grain fraction 36.1.
CCN(CC)S(=O)(=O)c1ccc2oc(C(=O)O)c(C)c2c1 was read as mHtt clearance 34.8 and mHtt clearance grain fraction 10.8.
`COc1ccc(C(CNC(=O)c2ccc(OCC3CCCO3)cc2)N2CCOCC2)cc1` (centres undefined) gave mHtt clearance 3.2 and mHtt clearance grain fraction 18.5.
`CC1CCCCC1NC1=NCCS1` (centres undefined) gave mHtt clearance -3.7 and mHtt clearance grain fraction 22.
`N/C(=N\c1nc2ccccc2o1)NC(=O)c1ccccc1NC(=O)c1ccccc1` gave mHtt clearance -16.5 and mHtt clearance grain fraction 23.7.
`CCOCCCNC(=O)C1CCCN(S(=O)(=O)CC)C1` (centres undefined) gave mHtt clearance 28.7 and mHtt clearance grain fraction 14.7.
`Cc1ccc(-c2nc3cccnc3s2)cc1NS(=O)(=O)c1ccc2c(c1)OCCO2` gave mHtt clearance -16.8 and mHtt clearance grain fraction 47.9.
`CC(=O)Nc1ccc(S(=O)(=O)NC2=C(N3CCN(Cc4ccccc4)CC3)C(=O)c3ccccc3C2=O)cc1` gave mHtt clearance 10.2 and mHtt clearance grain fraction 17.7.
For CC(C)CC(=O)Nc1cccc(C(=O)Nc2ccccc2C(=O)O)c1 the results were mHtt clearance 2.0 and mHtt clearance grain fraction 19.2.
For COCCCNC(=O)c1cn(C)c(=O)c2cc(OC)c(OC)cc12 the results were mHtt clearance 39.4 and mHtt clearance grain fraction 19.2.
CC(C)NC(=O)c1cnn2c1NC(c1cccs1)CC2C(F)(F)F (centres undefined) was read as mHtt clearance -39.2 and mHtt clearance grain fraction 27.5.
Screening CCOc1cccc(C(=O)NC2CCCCC2)c1 returned mHtt clearance -14.9 and mHtt clearance grain fraction 23.6.
`COc1ccc(OC)c(S(=O)(=O)NCC2CCCO2)c1` (centres undefined) gave mHtt clearance 17.3 and mHtt clearance grain fraction 35.1.
COC(=O)C1C(O)=C(C=NCc2ccccc2)C(=O)CC1(C)C (centres undefined) was read as mHtt clearance 51.6 and mHtt clearance grain fraction 19.5.
O=C(CSc1nnc(Cc2ccccc2)o1)N1CCc2ccccc21 was read as mHtt clearance 7.4 and mHtt clearance grain fraction 17.8.
`O=C(Nc1nc2ccccc2s1)C1CC(=O)N(c2ccc(F)cc2)C1` (centres undefined) gave mHtt clearance -9.9 and mHtt clearance grain fraction 26.
O=C(O)CCC(=O)N1CCN(c2ccc(C(=O)c3ccc(F)cc3)cc2)CC1 was read as mHtt clearance -76.4 and mHtt clearance grain fraction 28.5.
Screening Cc1n[nH]c(C)c1S(=O)(=O)N1CCCC(C(=O)NCc2cccs2)C1 (centres undefined) returned mHtt clearance -87.1 and mHtt clearance grain fraction 56.
`COc1cccc(C(=O)Nc2ccc(NC(=O)c3ccco3)nc2)c1` gave mHtt clearance 35.7 and mHtt clearance grain fraction 22.3.
Screening Cc1nn(Cc2ccc(Cl)cc2Cl)c(Cl)c1/C=C/C(=O)OCC(=O)NCC(F)(F)F returned mHtt clearance -15.9 and mHtt clearance grain fraction 22.5.
Screening COC(=O)c1c(NC(=O)CC2NCCNC2=O)sc2c1CCCC2 (centres undefined) returned mHtt clearance -5.5 and mHtt clearance grain fraction 17.
Screening Cc1onc(-c2c(F)cccc2Cl)c1C(=O)OCC(=O)NCc1ccco1 returned mHtt clearance -8.4 and mHtt clearance grain fraction 37.1.
Screening CCN(C(=O)c1ccccc1Cl)c1ccccc1 returned mHtt clearance -37.8 and mHtt clearance grain fraction 27.
Screening Cc1ccc(S(=O)(=O)NC(=O)NCc2ccccc2)cc1 returned mHtt clearance 5.8 and mHtt clearance grain fraction 18.6.
`Cc1ccc(CN2C(=O)CCC2C(=O)NC2CC2)cc1` (centres undefined) gave mHtt clearance 20.4 and mHtt clearance grain fraction 29.5.
`COc1ccc(NC(=O)c2cc([N+](=O)[O-])nn2Cc2ccccc2)c(C)c1` gave mHtt clearance -30.9 and mHtt clearance grain fraction 43.8.
`COCCSc1ccccc1C(=O)N1CCCC1` gave mHtt clearance 21.4 and mHtt clearance grain fraction 12.8.
Screening Cc1ccc(-c2nnn(CCC(=O)NC(C)(C)C)n2)cc1 returned mHtt clearance -0.1 and mHtt clearance grain fraction 20.
Screening CCOC(=O)N1CCC(N2Cc3cccc(C(=O)N4CCN(C5CCCCC5)CC4)c3C2=O)CC1 returned mHtt clearance -51.0 and mHtt clearance grain fraction 61.9.
Screening Clc1ccc2c(c1)c1ccccc1n2CN1CCOCC1 returned mHtt clearance -11.4 and mHtt clearance grain fraction 41.7.
C=CCNC(=O)CNS(=O)(=O)c1ccc(F)cc1 was read as mHtt clearance -16.6 and mHtt clearance grain fraction 24.8.
`Cc1ccc(C(=O)OCc2cc3ccccc3[nH]c2=O)cc1` gave mHtt clearance 51.8 and mHtt clearance grain fraction 17.7.
N#Cc1c(N)nc(SC2CCCCC2=O)c(C#N)c1-c1ccco1 (centres undefined) was read as mHtt clearance 15.6 and mHtt clearance grain fraction 37.7.
Screening O=C(NCc1ccncc1)Nc1ccc(F)cc1 returned mHtt clearance -34.4 and mHtt clearance grain fraction 26.5.
Cc1ccccc1NS(=O)(=O)c1ccc2[nH]cc(C(=O)NCCCN3CCOCC3)c(=O)c2c1 was read as mHtt clearance -32.1 and mHtt clearance grain fraction 27.5.
CC(C)CCNC(=O)C1CCN(c2nc3ccccc3o2)CC1 was read as mHtt clearance 26.6 and mHtt clearance grain fraction 26.9.
O=C(Nc1cccnc1)c1ccccc1Oc1ccccc1 was read as mHtt clearance 18.1 and mHtt clearance grain fraction 13.2.
Screening COc1ccc(O)c(-c2c(-c3ccc(Cl)cc3)n[nH]c2C)c1 returned mHtt clearance 41.8 and mHtt clearance grain fraction 24.6.
Screening Cc1ccc(S(=O)(=O)c2c(COC(=O)c3ccccc3Cl)c(-c3ccccc3)nn2C)cc1 returned mHtt clearance -13.8 and mHtt clearance grain fraction 24.1.
CCOc1ccc2cc(C#N)c(SCC(=O)N3CCCC3)nc2c1 was read as mHtt clearance -12.0 and mHtt clearance grain fraction 22.8.
COc1ccc(CC(CC(=O)O)C(=O)Nc2ccccc2)cc1 (centres undefined) was read as mHtt clearance 13.8 and mHtt clearance grain fraction 15.
Screening CCNc1nc(NC(C)(C)C)nc(N(C#N)CC)n1 returned mHtt clearance 62.8 and mHtt clearance grain fraction 14.2.
`C(=C\CSc1ncn[nH]1)/CSc1ncn[nH]1` gave mHtt clearance -3.7 and mHtt clearance grain fraction 42.
Screening CN(c1ccc(C(=O)NCc2ccc3c(c2)OCO3)cc1)S(C)(=O)=O returned mHtt clearance -24.4 and mHtt clearance grain fraction 24.5.
Screening O=C(CSC1=NCCS1)N1CCc2ccccc21 returned mHtt clearance 24.3 and mHtt clearance grain fraction 15.2.
O=C(CC1Nc2ccccc2NC1=O)NCc1cccnc1 (centres undefined) was read as mHtt clearance 39.2 and mHtt clearance grain fraction 24.6.
Screening CCS(=O)(=O)N1CCCC(C(=O)NCCN2CCC(Cc3ccccc3)CC2)C1 (centres undefined) returned mHtt clearance -26.6 and mHtt clearance grain fraction 54.7.
Screening CCOC(=O)CSc1nnc(-c2ccco2)n1-c1ccc(C)cc1 returned mHtt clearance 29.1 and mHtt clearance grain fraction 24.4.
Screening Nc1nnc(SCC(=O)NCc2ccc3c(c2)OCO3)s1 returned mHtt clearance -13.0 and mHtt clearance grain fraction 21.4.
CSc1nnc(-c2ccccc2Cl)n1N was read as mHtt clearance -55.0 and mHtt clearance grain fraction 31.6.
For Cc1cccc2c1N(CC(=O)OC(C)C)C(=O)C2=O the results were mHtt clearance inconclusive.
Screening COCCn1c(SCc2ccc(C(=O)OC)o2)nc2ccccc2c1=O returned mHtt clearance -27.5 and mHtt clearance grain fraction 45.4.
Screening CC(Cn1cnc2ccccc21)C(=O)O (centres undefined) returned mHtt clearance -25.7 and mHtt clearance grain fraction 22.4.
`CC(C)(C)n1nnnc1C(c1ccccn1)N(Cc1ccccc1)Cc1ccc(Cl)cc1` (centres undefined) gave mHtt clearance 31.3 and mHtt clearance grain fraction 21.1.
For COc1cc(NS(=O)(=O)c2ccc(C)cc2C)cc(OC)c1OC the results were mHtt clearance 42.9 and mHtt clearance grain fraction 19.4.
`COc1ccc(Br)cc1S(=O)(=O)N1CCCC1` gave mHtt clearance 3.2 and mHtt clearance grain fraction 18.4.
O=C(c1ccccc1)N1CCN(c2ccc(Cl)cc2)CC1 was read as mHtt clearance 35.8 and mHtt clearance grain fraction 28.7.
`Cn1c(=O)c(-c2ccccc2N)nc2ccccc21` gave mHtt clearance 31.2 and mHtt clearance grain fraction 30.4.
`CCS(=O)(=O)c1ccc2oc(Nc3ccccc3C)nc2c1` gave mHtt clearance 3.7 and mHtt clearance grain fraction 19.9.
For Cc1cccn2c(=O)c3cc(C#N)c(=N)n(Cc4cccnc4)c3nc12 the results were mHtt clearance 29.6 and mHtt clearance grain fraction 13.5.
Screening CCn1c2ccccc2c2nnc(SCC(=O)N3CC(C)OC(C)C3)nc21 (centres undefined) returned mHtt clearance 52.6 and mHtt clearance grain fraction 8.56.
`CC(=O)n1nc(-c2ccco2)nc1N` gave mHtt clearance -42.0 and mHtt clearance grain fraction 57.2.
Cc1cccc(-n2c(Cc3cc(=O)[nH]c(=O)[nH]3)nnc2SCC(=O)NCC2CCCO2)c1 (centres undefined) was read as mHtt clearance -40.2 and mHtt clearance grain fraction 63.2.
For CSc1cccc(NC(=O)CN(c2cc(C)ccc2C)S(C)(=O)=O)c1 the results were mHtt clearance -55.8 and mHtt clearance grain fraction 34.4.
`O=C(CC1Oc2ccccc2NC1=O)NCCCN1CCCC1=O` (centres undefined) gave mHtt clearance -3.9 and mHtt clearance grain fraction 50.2.
CC12CCC(C(=O)Nc3cccnc3)(CC1=O)C2(C)C (centres undefined) was read as mHtt clearance 43.3 and mHtt clearance grain fraction 11.7.

6 successive compounds out of the list so far:
Screening CCn1c2ccccc2c2nnc(SCC(=O)N3CC(C)OC(C)C3)nc21 (centres undefined) returned mHtt clearance 52.6 and mHtt clearance grain fraction 8.56.
`CC(=O)n1nc(-c2ccco2)nc1N` gave mHtt clearance -42.0 and mHtt clearance grain fraction 57.2.
Cc1cccc(-n2c(Cc3cc(=O)[nH]c(=O)[nH]3)nnc2SCC(=O)NCC2CCCO2)c1 (centres undefined) was read as mHtt clearance -40.2 and mHtt clearance grain fraction 63.2.
For CSc1cccc(NC(=O)CN(c2cc(C)ccc2C)S(C)(=O)=O)c1 the results were mHtt clearance -55.8 and mHtt clearance grain fraction 34.4.
`O=C(CC1Oc2ccccc2NC1=O)NCCCN1CCCC1=O` (centres undefined) gave mHtt clearance -3.9 and mHtt clearance grain fraction 50.2.
CC12CCC(C(=O)Nc3cccnc3)(CC1=O)C2(C)C (centres undefined) was read as mHtt clearance 43.3 and mHtt clearance grain fraction 11.7.
